KB-V1 MDR tox = kills drug-selected multidrug resistant KB-V1 cells; KB-V1 MDR cells viability, CellTiter-Glo, 72 h; Potency, µM (top dose mostly 46.1 µM), for inactives: at the top dose activity change, negative = cytotoxicity, hits mostly cytotoxic; hit rate 3.4% among 400,000; AID 1347076; further: potency means the concentration at half of the fitted maximal effect; on the % scale 0 is the no-effect control and ±100 the full control effect; nearly all actives have a fitted effect of over 60% in size
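In this primary screen, KB-V1 cells overexpressing P-gp are incubated with library compounds (lowest to highest concentration) for 72 h at 37 degrees C before a luminescent ATP viability read.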
HT1080-NT tox = kills 2HG-producing HT-1080-NT fibrosarcoma cells; HT-1080-NT fibrosarcoma viability, CellTiter-Glo ATP luminescence, 48 h; Potency, µM (titrated, usually from 46.1 µM), without a hit: top-dose activity, negative = less viability, hits mostly cytotoxic; hit rate 1.6% among 360,000;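 further: NT is the 2HG producing partner of a matched IDH1 knockdown line; potency means the concentration at half of the fitted maximal effect; 0% = DMSO-treated cells and -100% = media-only wells without cells; nearly all actives have a fitted effect of over 55% in size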
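Luminescent CellTiter-Glo readout after 48 hours of compound exposure at 37 degrees C defined viability of HT-1080-NT cells. Activity was normalized to DMSO wells and cell-free media wells; concentration-response curves were fitted and assigned curve classes.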
HEK293 tox = cytotoxicity counter-screen for GLP-1 receptor inverse agonists | hit rate 0.13% among 410,000 | Potency, µM (series often up to 38.3 µM), for inactives: top-dose activity change, negative = inhibition, most hits filed as inhibitors | HEK293 cAMP-luciferase reporter cells, luminescence, 24 h | AID 624418;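 further: loss of luciferase light is scored as toxicity; potency means the concentration at half of the fitted maximal effect; on the % scale 0 is the no-effect control and ±100 the full control effect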
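A 23 nL compound transfer followed 12 hours of cell culture at 37 deg C; exposure then lasted 24 hr. Luciferase assay detection reagent was dispensed and plates read for luminescence after a 12 min room-temperature wait.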
HT1080 IDH1KD tx = toxicity to HT-1080 IDH1 knockdown cells (counter line); HT-1080 IDH1 knockdown viability, ATP luminescence, 48 h; Potency, µM (doses to about 46.1 µM), without a hit: at the highest dose activity, negative = toxicity, actives largely listed as cytotoxic; hit rate 2% among 360,000; AID 686971;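 further: potency means the concentration at half of the fitted maximal effect; 0% = DMSO wells and -100% = cell-free medium wells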
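Cytotoxicity counter-line: IDH1KD HT-1080, 48 h, CellTiter-Glo. Curves classed by r2, magnitude and activity.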
SW480 rerep = DNA re-replication induction in SW480 cells. AID 624297. Potency, µM (titrated, usually from 46.1 µM), inactives show at the top dose re-replication activation, usual class: activators. hit rate 1.8% among 340,000. SW480 DNA re-replication, Hoechst DNA content imaging, 48 h; further: potency means the concentration at half of the fitted maximal effect; % of control where 0% means no effect; nearly all actives have a fitted effect of over 55% in size
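Quantitative HTS format with DMSO vehicle controls; 48 hr drug incubation at 37 C, then 40 min Hoechst staining and scanning imager measurement at 405 nm excitation.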
MCF10A rerep = induces DNA re-replication in MCF 10a normal breast cells | hit rate 2.9% among 350,000 | Potency, µM (top dose mostly 46.1 µM), for the others: at the highest dose activity, positive = re-replication, actives largely listed as activators | MCF 10A DNA re-replication, Hoechst nuclear intensity, 48 h; further: potency means the concentration at half of the fitted maximal effect; % of control where 0% means no effect; nearly all actives have a fitted effect of over 50% in size
KB-3-1 cytotox = kills parental KB-3-1 adenocarcinoma cells. hit rate 1.4% among 400,000. KB-3-1 viability, CellTiter-Glo ATP luminescence, 72 h. Potency, µM (series often up to 46.1 µM), inactives show top-dose activity change, negative = cytotoxic, hits mostly cytotoxic; further: potency means the concentration at half of the fitted maximal effect; on the % scale 0 is the no-effect control and ±100 the full control effect; nearly all actives have a fitted effect of over 60% in size
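Viability of parental KB-3-1 cells, measured by CellTiter-Glo luminescence, followed a 72 h incubation at 37 °C with pinned compounds in phenol-red-free DMEM containing 10% FBS.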
D3 ag = agonists of human D3 dopamine receptor | AID 652048 | hit rate 0.58% among 410,000 | D3R DiscoveRx beta-arrestin cells, luminescence, 90 min | max activation, %; in the data active means max activation above about 30%; further: 0% is about no effect; mostly tested at two doses, the higher about 12 µM
Target sequence (P35462 whole entry, looked up): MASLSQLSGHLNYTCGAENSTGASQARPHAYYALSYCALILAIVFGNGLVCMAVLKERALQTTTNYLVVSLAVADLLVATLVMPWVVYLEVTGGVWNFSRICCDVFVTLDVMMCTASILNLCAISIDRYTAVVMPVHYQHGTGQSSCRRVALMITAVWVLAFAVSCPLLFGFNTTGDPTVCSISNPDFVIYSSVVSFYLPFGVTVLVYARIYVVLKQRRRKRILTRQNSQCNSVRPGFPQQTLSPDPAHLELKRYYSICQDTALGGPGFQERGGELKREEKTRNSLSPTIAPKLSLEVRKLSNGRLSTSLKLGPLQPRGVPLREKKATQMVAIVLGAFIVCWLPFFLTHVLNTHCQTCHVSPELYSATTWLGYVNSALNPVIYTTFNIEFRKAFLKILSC
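Cells at 1500/well, incubated overnight, then treated with pinned compounds (dopamine as control) for 90 min at 37 degrees C. DiscoveRx reagent added for 30 - 60 minutes at room temperature; luminescence read.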
IL-1B inflam inh = inhibitors of inflammasome signaling (IL-1 beta secretion). THP-1 LPS/ATP IL-1B secretion, AlphaLISA, 16 h; stronger effect = lower value. activity change, % at 57.5 µM. hit rate 4.7% among 360,000. AID 743279; in the data active means activity change below about -50%; inconclusive means mostly about -30% to -49%; further: on the % scale 0 is the no-effect control and ±100 the full control effect
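Secreted IL-1B measured by AlphaLISA bead assay after 16 h compound exposure of THP-1 cells; compounds (final up to 57.5 uM) added 1 h before LPS (250 ng/mL) and ATP (1.25 mM) stimulation; lower signal means less secretion.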
An asterisk follows results filed as active; ? = inconclusive; · = not tested or not shown; [ ] = dose if it differs, or a comment. Unless noted, the call rests on the fitted dose curve; in most records, active means well fitted curve in the direction sought with a large enough effect; inconclusive means small, poorly fitted or top-dose-only effect, or another doubt; inactive means no such curve, though single readings can be large; an effect the other way counts as inactive or inconclusive.

Below each compound – KB-V1 MDR tox	D3 ag	MCF10A rerep	KB-3-1 cytotox	HT1080-NT tox	HEK293 tox	HT1080 IDH1KD tx	IL-1B inflam inh	SW480 rerep
> O=C(NCc1ccco1)c1csc2c1CCCC2
  -0.2%	3.5	-4.6%	-1.1%	2.2%	8.4%	0.0%	-15.2	-3.1%
> CS(=O)(=O)N(CC(=O)Nc1ccccc1C(=O)N1CCOCC1)c1ccc2c(c1)OCO2
  -20.4%	-6.3	-13.0%	-3.0%	-2.9%	18.4%	-1.8%	-8.2	-0.8%
> O=C(CSCc1ccccc1)NNC(=S)Nc1cccc(Cl)c1Cl
  2.0%	10.2	12.1%	-6.8%	-1.7%	-14.8%	-7.0%	11.9	?
> O=C(C[C@@H]1CC[C@H](NC(=O)c2ccc3c(c2)OCO3)[C@@H](CO)O1)NCc1ccc(F)cc1
  9.0%	6.8	·	27.6%	1.9%	0.1%	9.2%	-12.4	·
> CC12CC(c3ccccc3O1)C(/C(N)=N/NC(=O)c1ccc(F)cc1)C(=O)N2 (stereo not given)
  5.3%	2.5	11.1%	?	-0.4%	-22.9%	-13.9%	40.1	11.2%
> COC(=O)C1=C(C)NC(C)=C(C(=O)OC)C1C(=O)OCc1nnc(-c2ccccc2Cl)o1
  -10.3%	2.4	13.9%	7.5%	1.1%	-7.4%	-0.5%	23.6	2.4%
> CSc1nnc(-c2ccc(NC(N)=S)cc2)o1
  1.2%	-7.6	10.8%	1.8%	-3.2%	-17.2%	0.4%	-4.3	-9.4%
> O=C(NC(Cc1ccccc1)C(=O)O)/C(=C/c1cccc(Br)c1)NC(=O)c1ccco1 (stereo not given)
  11.6%	4.5	?	10.1%	0.4%	1.6%	6.4%	13.2	-6.1%
> CN(CC(=O)Nc1ccccc1Cl)C(=O)COC(=O)CSc1ccc(Cl)cc1
  ?	-1.8	5.0%	-18.8%	-3.3%[9.24 µM]	6.1%	-0.4%	5.6	-5.5%
> CCc1ccc(NC(=O)c2cnn(-c3ccccc3)c2C)cc1
  -13.9%	-3.5	-10.8%	-0.4%	-0.9%	-5.9%	-0.2%	?	1.1%
> O=C1c2cc([N+](=O)[O-])ccc2-c2cc(Br)c(N=C(NO)C(F)(F)F)cc21
  ?	11.0	18.8%	?	-17.2%	?	-19.4%	-100.9*	?
> CCOP(=O)(OCC)C1NC(=O)N(c2ccccc2)C1=O (stereo not given)
  -1.0%	-3.5	2.4%	0.9%	27.0%	4.2%	24.7%	10.7	4.7%
> O=S(=O)(NC1CCN(S(=O)(=O)c2c(F)cccc2F)CC1)c1ccc2c(c1)OCCO2
  ?	·	-7.3%	-27.0%	·	·	·	·	15.1%
> Cc1cccc(Nc2nc3c(S(=O)(=O)c4ccc(Br)cc4)nnn3c3ccsc23)c1C
  -4.0%	-3.4	·	-14.6%	·	2.9%	·	·	·
> COc1ccc(/C([O-])=C(/C(=S)Nc2ccc(C)c(C)c2)n2c[n+](C)c3ccccc32)cc1OC
  -17.0%	-9.0	11.5%	12.0%	-4.1%	8.8%	-1.4%	5.1	-0.8%
> O=[N+]([O-])c1ccccc1/C=N/n1c(-c2cccnc2)n[nH]c1=S
  ?	-18.4	6.3%	-14.2%	-2.7%	0.3%	-2.6%	6.7	-2.5%
> CC(CNC(=O)CCc1ccccc1)NC(=O)CCc1ccccc1 (stereo not given)
  -22.2%	3.4	-9.9%	12.8%	13.6%	1.9%	9.7%	·	?
> O=C(c1cc(-c2cccs2)nc2ccccc12)N1CCN(CCO)CC1
  14.4%	2.1	12.5%	5.1%	3.1%	-10.5%	2.2%	-1.2	14.9%
> Cc1ccc(-c2ccc(S(=O)(=O)N3CCN(C)CC3)cc2)cc1
  13µM*	1.9	10.0%	-9.3%	-1.8%	-4.8%	1.4%	0.4	2.2%
> CCOc1ccccc1NC(=O)[C@@H](NC(=O)c1ccccc1F)C(C)C
  ?	-6.9	0.8%	7.9%	19.8%	-1.3%	-0.4%	-14.3	-6.2%
> COc1ccc(-n2ccn3c(CC(C)(C)CC(=O)O)nnc3c2=O)cc1
  9.8%	-4.1	·	0.0%	·	12.9%	·	·	·
> CCCCCCN1CC(O)=C(c2ccccc2)C1=N
  -17.1%	-1.6	0.4%	0.0%	10.4%	0.7%	12.4%	10.3	-9.2%
> CC(=O)c1c[nH]c(C(=O)Nc2ccc(N3CCCCCC3)cc2)c1
  11.1%	2.0	-0.2%	-4.1%	11.8%	-18.6%	-2.4%	-26.9	-5.3%
> COc1nccnc1NS(=O)(=O)c1ccc(N=Cc2c(C)[nH]n(-c3ccc(C)c(C)c3)c2=O)cc1
  ?	0.8	1.2%	?	10µM*	-17.9%	7.94µM*	11.8	-1.0%
> Cc1ccc(CN2C(=O)CCC2(C)c2nnnn2Cc2ccccc2)cc1 (stereo not given)
  15.2%	-1.6	·	9.6%	7.6%	2.0%	7.4%	9.3	·
> Cn1nc(CC(=O)NC2CCCCC2)c2ccccc2c1=O
  1.9%	5.3	1.5%	?	2.1%	0.1%	-0.4%	48.7	-0.4%
> CCn1c(SCC(=O)Nc2nc(C)cs2)nnc1-c1cccnc1
  -23.6%	-0.6	-7.1%	0.5%	5.2%	-11.9%	-1.6%	5.2	-2.8%
> Cc1ccc(/C(N)=N/OC(=O)c2cc(-c3ccccc3)nc3ccccc23)cc1
  0.0%	-7.8	-177.2%[0.0737 µM]	-8.9%	-4.3%	4.9%	-3.5%	5.2	-1.7%
> CCCCCCCCN1C(=O)[C@H](CC(=O)NCCCC)C[C@@]2(C(=O)OC)CC(C)(C)CC=C12
  20.6µM*	-6.0	·	?	?	3.6%	?	15.2	·
> CC(=O)Nc1ccc(S(=O)(=O)Nc2nc3ccccc3nc2Nc2ccc(O)c(C(=O)O)c2)cc1
  14.5%	-6.1	-7.0%	0.9%	18.8%	3.9%	0.0%	38.3	-0.1%

Whole records, quoted from the list. Values in the order: KB-V1 MDR tox | D3 ag | MCF10A rerep | KB-3-1 cytotox | HT1080-NT tox | HEK293 tox | HT1080 IDH1KD tx | IL-1B inflam inh | SW480 rerep
Profile of `O=[N+]([O-])c1ccccc1/C=N/n1c(-c2cccnc2)n[nH]c1=S` → ? | -18.4 | 6.3% | -14.2% | -2.7% | 0.3% | -2.6% | 6.7 | -2.5%
Profile of `Cc1cccc(Nc2nc3c(S(=O)(=O)c4ccc(Br)cc4)nnn3c3ccsc23)c1C` → -4.0% | -3.4 | · | -14.6% | · | 2.9% | · | · | ·

Sorted by SMILES length (lowest first): part of the list above
Below each compound – KB-V1 MDR tox	D3 ag	MCF10A rerep	KB-3-1 cytotox	HT1080-NT tox	HEK293 tox	HT1080 IDH1KD tx	IL-1B inflam inh	SW480 rerep
> Cn1nc(CC(=O)NC2CCCCC2)c2ccccc2c1=O
  1.9%	5.3	1.5%	?	2.1%	0.1%	-0.4%	48.7	-0.4%
> CCn1c(SCC(=O)Nc2nc(C)cs2)nnc1-c1cccnc1
  -23.6%	-0.6	-7.1%	0.5%	5.2%	-11.9%	-1.6%	5.2	-2.8%
> Cc1ccc(CN2C(=O)CCC2(C)c2nnnn2Cc2ccccc2)cc1 (stereo not given)
  15.2%	-1.6	·	9.6%	7.6%	2.0%	7.4%	9.3	·

Carrying on.
Below each compound – KB-V1 MDR tox	D3 ag	MCF10A rerep	KB-3-1 cytotox	HT1080-NT tox	HEK293 tox	HT1080 IDH1KD tx	IL-1B inflam inh	SW480 rerep
> CCCCC(=O)Nc1nn(CC(C)C)c2nc3ccccc3cc12
  16.4µM*	-4.0	?	3.4%	-13.1%	35.4%[activator]	-16.4%	15.8	?
> COc1cc(C(=O)N2CCC3(CC2)NCCc2[nH]cnc23)cc(OC)c1OC
  15.1%	0.1	4.6%	12.8%	3.1%	0.6%	1.2%	16.7	-9.0%
> CC(C)c1cc(C(=O)Nc2sc3c(c2C#N)CCC3)no1
  ?	1.0	14.6µM*	?	-20.3%[9.24 µM]	-28.6%	?	5.2	?
> COc1ccc(-n2c(SCC(=O)N(C)c3ccccc3)nc3c([nH]c4ccccc43)c2=O)cc1OC
  -2.2%	-42.0	-0.1%	0.4%	-1.3%	1.2%	-1.1%	0.0	14.9%
> Cc1ccc(C)c(S(=O)(=O)NCc2ccncc2)c1
  2.3%	1.3	6.9%	-11.1%	-12.2%	-3.8%	?	27.7	-13.2%
> CC(OC(=O)c1nc(Cl)ccc1Cl)C(=O)Nc1ccccc1F (stereo not given)
  7.1%	4.1	-1.0%	9.5%	6.1%	-13.8%	5.7%	4.1	-224.9%[inhibitor]
> COc1ccc(S(=O)(=O)N2CCCC(C(=O)NCc3ccccn3)C2)cc1Cl (stereo not given)
  0.0%	1.5	?	-8.9%	12.1%	0.3%	12.9%	13.2	-11.2%
> Cc1ccc(-c2[nH]ncc2CNCCc2cnn(-c3ccccc3)c2)cc1C
  -8.2%	0.0	?	?	18.4µM*	?	?	-59.9*	?
> CC1(C)CC(=O)C(CCCN2C(=O)c3ccccc3C2=O)C(=O)C1
  -3.1%	1.0	-1.5%	-4.3%	3.3%[9.24 µM]	6.0%	-0.1%	0.0	-5.9%
> Cc1cc(NC(=O)c2cc3cc([N+](=O)[O-])ccc3s2)no1
  17.8%	-4.1	·	0.9%	18.1%	11.1%	17.7%	-5.2	·
> COc1ccc(NC(=O)c2ccc(C)cc2Cl)c([N+](=O)[O-])c1
  ?	1.6	6.4%	?	?	-11.9%	3.4%[9.24 µM]	-29.7	0.1%
> CC1CCC(C(C)C)C(OC(=O)Cn2c(-c3ccc(Cl)cc3)[n+](C)c3ccccc32)C1 (stereo not given)
  0.0%	-26.2	?	?	5.8µM*	10µM*	5.8µM*	-90.7*	?
> COc1cc(C2Nc3ccc4ncccc4c3C3=C2C(=O)CCC3)ccc1O (stereo not given)
  5.3%	-4.6	16.4µM*	3.26µM*	?	-20.8%	5.8µM*	8.6	20.6µM*
> O=C(CCc1ccccc1)NCC1(c2ccccc2)CCCC1
  -18.6%	-6.0	8.0%	-10.3%	-6.0%	13.3%	8.3%	23.2	1.3%
> CCn1c(SCC(=O)c2ccccc2)nnc1-c1cc2cc(Br)ccc2o1
  18.4µM*	2.7	?	?	13.6%	-8.6%	-0.1%[9.24 µM]	-3.2	7.7%
